From PubChem
KCNQ2 inh: KCNQ2 potassium channel inhibitors, primary screen, cell-based, CHO-K1, FluxOR thallium flux, B-score (AID 2156); 20 min; active compounds read low; B-score at 10 µM; hit rate 1.1% among 310,000; Potassium voltage-gated channel subfamily KQT member 2 (Rattus norvegicus), O88943;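 active = fluorescence ratio B-score at most minus 3 library SDs, with starting brightness B-score within 2 library SDs, cut at about -5.5 in these data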
Target sequence (O88943 whole entry, looked up): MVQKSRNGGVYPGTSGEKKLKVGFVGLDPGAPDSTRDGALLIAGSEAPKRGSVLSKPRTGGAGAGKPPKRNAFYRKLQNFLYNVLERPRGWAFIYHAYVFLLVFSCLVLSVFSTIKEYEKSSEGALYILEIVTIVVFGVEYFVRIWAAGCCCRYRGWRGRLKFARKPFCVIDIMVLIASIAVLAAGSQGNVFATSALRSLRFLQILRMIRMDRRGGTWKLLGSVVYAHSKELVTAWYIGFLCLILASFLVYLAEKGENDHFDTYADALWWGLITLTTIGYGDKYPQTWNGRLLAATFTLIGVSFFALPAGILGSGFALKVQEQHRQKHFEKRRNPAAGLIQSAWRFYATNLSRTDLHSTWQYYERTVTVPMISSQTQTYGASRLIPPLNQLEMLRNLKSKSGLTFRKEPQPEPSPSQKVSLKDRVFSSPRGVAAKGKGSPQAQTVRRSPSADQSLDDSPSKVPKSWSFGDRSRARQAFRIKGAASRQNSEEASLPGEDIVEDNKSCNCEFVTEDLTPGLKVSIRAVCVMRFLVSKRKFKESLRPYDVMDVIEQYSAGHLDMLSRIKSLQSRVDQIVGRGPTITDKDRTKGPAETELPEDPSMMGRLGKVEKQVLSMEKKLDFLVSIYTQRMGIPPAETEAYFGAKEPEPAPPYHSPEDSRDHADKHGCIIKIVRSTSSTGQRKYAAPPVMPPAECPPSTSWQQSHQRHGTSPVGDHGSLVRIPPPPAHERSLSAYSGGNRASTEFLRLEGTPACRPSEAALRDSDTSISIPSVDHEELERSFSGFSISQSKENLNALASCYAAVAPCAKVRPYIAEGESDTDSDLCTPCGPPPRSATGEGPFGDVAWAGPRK
Kir21 block: inhibitors of mouse Kir2.1 inward-rectifier potassium channel; Inward rectifier potassium channel 2 (Mus musculus), P35561; HEK293-Kir2.1, FluxOR thallium flux fluorescence; active compounds read low; hit rate 0.85% among 310,000; B-score at 10 µM;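 active = fluorescence ratio B-score at or below minus 3 SD of library scores, with starting-brightness B-score within 2 SD, cut at about -4.2 in these data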;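 note: channel flux triggered by added potassium and thallium sulfate stimulus; B-score of peak minus minimum fluorescence over baseline after thallium stimulus; more negative B-score means stronger Kir2.1 block with less thallium influx; some compounds called inactive have numbers as strong as hits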
* hit, by the source's call; i = inactive.

SMILES	KCNQ2 inh	Kir21 block
O=C(NCCO)C1COc2ccccc2O1 (stereo not given)	i	-0.73
COc1ccc(/C=C(\NC(=O)c2ccco2)C(=O)Nc2ccc(C(C)=O)cc2)cc1	i	2.2
CC(=O)c1c(C)n(-c2ccccc2)c2ccc(OCC(N)=O)cc12	i	-2.5
CC(=O)Nc1ccc(S(=O)(=O)Nc2ccccc2C(=O)N2CCCC2)cc1	i	0.02
CC(C)Cc1nc2sc3c(c2c(=O)n1N)CC(C(C)C)OC3 (stereo not given)	i	1
O=C(CSc1nnc(Cn2cnc3ccccc32)o1)c1ccccc1	i	-2.1
CCCS(=O)(=O)N1CCC(C(=O)N2CCc3ccccc3C2)CC1	i	-0.13
CCCCCCSc1ccc([C@H]2N[C@@](Cc3ccccc3)(C(=O)OC)[C@H]3C(=O)N(C)C(=O)[C@@H]23)cc1	i	0.1
CCOC(=O)CSc1nc2c(cnn2-c2ccc(Cl)cc2)c(=O)[nH]1	i	-0.16
O=C(Nc1cc2c3c(c1)CC(=O)N3CCC2)c1ccc(Br)cc1	i	-0.11
CC(Sc1nc2ccccc2[nH]1)C(=O)O (stereo not given)	i	-1.3
Cc1ccc(C)c(NC(=O)CC2Oc3ccccc3NC2=O)c1 (stereo not given)	i	0.1
COCCNC(=O)CCCCCn1c(=S)[nH]c2ccccc2c1=O	i	1.1
CC(C)OCCCNc1ncnc2c1[nH]c1ccccc12	i	0.14
Cc1ccc(-c2csc(NC(=O)C3CC=CCC3C(=O)O)c2C(=O)OC(C)C)cc1 (stereo not given)	i	0.04
O=C(Nc1ccc2c(c1)OCO2)C1CCCN(S(=O)(=O)Cc2ccccc2)C1 (stereo not given)	i	1
O=C(N/N=C/c1cccs1)c1ccc2ccccc2c1	i	-0.8
Cc1ccc(C(=O)CSc2nc(C)cc(C)c2C(N)=O)cc1	i	-2.3
O=C(O)c1cc(-c2ccc(/C=N/NC(=S)Nc3ccccc3)o2)ccc1Cl	i	1.4
Cc1ccc(NC(=O)C2c3ccccc3Oc3ccccc32)c(C)c1	i	1.1

3 records picked at random from those above:
SMILES	KCNQ2 inh	Kir21 block
O=C(CSc1nnc(Cn2cnc3ccccc32)o1)c1ccccc1	i	-2.1
COc1ccc(/C=C(\NC(=O)c2ccco2)C(=O)Nc2ccc(C(C)=O)cc2)cc1	i	2.2
O=C(O)c1cc(-c2ccc(/C=N/NC(=S)Nc3ccccc3)o2)ccc1Cl	i	1.4

Further structures.
SMILES	KCNQ2 inh	Kir21 block
OCC1(Cc2ccc(F)cc2)CCCN(Cc2ccc(F)cc2Cl)C1 (stereo not given)	i	-2.4
COc1cccc(OC)c1OCCCSc1nc(C)cc(=O)[nH]1	i	0.44
O=C(O)c1cccc(-n2c(O)c(C=C3N=c4ccccc4=N3)sc2=S)c1	i	-0.3
O=C(Cn1cnc2ccccc2c1=O)N1CCN(c2ccc(F)cc2)CC1	i	0.42
COc1ccccc1NC(=O)C(=O)Nc1ccc2c(c1)N(C(=O)C1CC1)CCC2	i	-0.91
COc1ccc(CNCCC(c2ccc(OC)cc2)c2ccccc2OC)cc1 (stereo not given)	i	-11*
Cc1ccc(C(=O)NCCSCc2ccc(Cl)cc2Cl)cc1[N+](=O)[O-]	i	0.46
Cc1ccc(O)c(N=NC2=C(O)CC(C)(C)CC2=O)c1	i	0.46
COc1ccc(-c2cc(C(F)(F)F)nc(N3CCN(Cc4ccccc4)CC3)n2)cc1OC	-5.6*	2.4
COc1cccc(CN2CCNC(=O)C2CC(=O)N(C)Cc2nc(C)cs2)c1OC (stereo not given)	i	0.96
O=C1C(Cl)=C(N2CCCC2)C(=O)N1c1ccccc1F	i	-0.06
O=C(Nc1ccccc1)N1CCN(Cc2ccc(Cl)cc2)CC1	i	1.2
Cc1nc2sc3c(c2c(=O)[nH]1)CCCC3	i	0.1
CCOc1ccc(S(=O)(=O)N2CCCCC2)cc1NC(=O)Cc1cccs1	i	0.15
O=C(NNC(=O)c1cccnc1SCc1cccc([N+](=O)[O-])c1)c1cccnc1	i	-1.2
N=C(CC1CC(=O)NC(=O)C1)C1=C(O)CCCC1=O	i	-0.33
COc1ccc(S(=O)(=O)NCc2ccccn2)cc1NC(=O)c1ccccc1	i	0
NNC(=O)[C@H]1C[C@@H]1c1ccccc1	i	0
NCCCC[C@H](NC(=O)C1CCNCC1)c1nnc([C@@H](N)CO)o1	i	0.79
OC(c1nc2ccc(F)cc2[nH]1)C(O)c1nc2ccc(F)cc2[nH]1 (stereo not given)	i	2

KCNQ2 inh, hit marks shown above
SMILES	KCNQ2 inh	Kir21 block
COc1ccc(-c2cc(C(F)(F)F)nc(N3CCN(Cc4ccccc4)CC3)n2)cc1OC	-5.6*	2.4

Continued:
SMILES	KCNQ2 inh	Kir21 block
CC(C)(C)c1cccc(Cn2nnc3ccccc32)c1O	i	0.92
CCCC(C)NC(=O)C1CC(=O)N(CCc2ccc(F)cc2)C1 (stereo not given)	i	2.7
COc1ccc(N2CCN(CC(=O)Nc3cc(C)cc(C)c3)CC2)cc1	i	2.4
Cc1ccc2c(c1)c1c(n2CC(O)CN2C(=O)CNC2=O)C(=O)CCC1 (stereo not given)	i	-1.8
COc1ccccc1-n1c(SCC(=O)NC(C)(C)C)nc(O)cc1=O	i	1.1
O=C(CNC(=O)c1ccc(S(=O)(=O)N2CCCCC2)cc1)N/N=C/c1ccco1	i	-0.56
CCOC(=O)CC1C(=O)NCCN1S(=O)(=O)c1ccc(Cl)cc1Cl (stereo not given)	i	-0.53
CC(=O)N1CCC(C(=O)Nc2cc(C)cc(C)c2)CC1	i	1.1
O=C(CSc1nc2ccccc2o1)Nc1nc2ccccc2s1	i	0.08
COc1ccc(CCNc2nc(-c3cccc(NC(C)=O)c3)cs2)cc1OC	i	-0.42
Cc1ccc(NCc2nnc(SCc3ccc(C#N)cc3)n2Cc2ccco2)c(C)c1	i	0.34
COc1ccc(S(=O)(=O)N2CCOC23CCN(C(=O)c2c(F)cccc2Cl)CC3)cc1	i	-0.49
O=C(Cc1ccc([N+](=O)[O-])cc1)Nc1nccs1	i	-0.24
CCOc1ccc(Oc2ccc(-c3nnc(-c4ccccc4)o3)cc2[N+](=O)[O-])cc1	i	0.32
Cc1cccc(C)c1OCC(=O)Nc1ncn[nH]1	i	1.2
CC(c1ccncn1)N(C)Cc1nc(-c2ccc(C(F)(F)F)cc2)no1 (stereo not given)	i	1.7
C/C(=N\NC(=O)C(c1ccccc1)c1ccccc1)c1ccccn1	i	1.8
COc1ccc(-c2cn3c(C)c(C(=O)NC(C)(C)C)sc3n2)cc1	i	0.61
NC(=O)c1nnsc1-c1ccc(-c2snnc2C(N)=O)cc1	i	0.08
Cn1nnc(NCc2cc(Br)ccc2OCc2cccs2)n1	i	-0.02

Among those listed so far, these have a CF3 group.
SMILES	KCNQ2 inh	Kir21 block
COc1ccc(-c2cc(C(F)(F)F)nc(N3CCN(Cc4ccccc4)CC3)n2)cc1OC	-5.6*	2.4
CC(c1ccncn1)N(C)Cc1nc(-c2ccc(C(F)(F)F)cc2)no1 (stereo not given)	i	1.7

Remaining list, next part
SMILES	KCNQ2 inh	Kir21 block
CCc1ccc(NC(=O)C(=O)N/N=C(\C)CC(=O)NCc2ccc(Cl)cc2)cc1	i	-0.23
CC(=O)c1ccc(NC(=O)C2CC(=O)N(Cc3ccccc3)C2)cc1 (stereo not given)	i	0.71
Cc1ccc(-c2nnc(-n3ncc(C#N)c3N)c3ccccc23)cc1C	i	1.2
COC(=O)C(C)Sc1nnc(-c2ccncc2)o1 (stereo not given)	i	2.6
CCN(C(=O)COC(=O)CNC(=O)c1sc2ccccc2c1Cl)C1CCCCC1	i	-0.05
CC(C)C[C@H](NC(=O)c1nc[nH]c1C(=O)N[C@@H](CCCCNC(=O)OC(C)(C)C)C(=O)OC(C)(C)C)C(=O)OC(C)(C)C	i	-0.04
CC(=O)c1c(N2CCN(C)CC2)nc(=S)n(-c2cc(C)ccc2C)c1C	i	-0.16
O=C(NC1CCCC1)C(c1ccccc1)N(Cc1ccc2c(c1)OCO2)C(=O)Cc1cccs1 (stereo not given)	i	-0.44
Cc1ccccc1C(=O)OC1CCCN(C)C1 (stereo not given)	i	0.68
COc1cc(O)c(C(CC(=O)N2CCCC(C)C2)c2cc(OC)c(OC)c(OC)c2)c(OC)c1 (stereo not given)	i	2.1
CC(=O)NCCNC(=O)c1ccc(-n2c(C)ccc2C)cc1	i	-0.68
CCS(=O)(=O)N1CCC(C(=O)NCc2ccco2)CC1	i	1
O=C(Cn1nc(C(F)(F)F)c2c1CCCCC2)N1CCOCC1	i	-0.04
COc1ccccc1C(=O)N/N=C(\C)CC(=O)Nc1ccc2c(c1)OCCO2	i	0
CCc1nnc(NS(=O)(=O)c2ccc(NC(=S)NC(=O)/C=C/c3ccccc3)cc2)s1	i	0.68
NS(=O)(=O)c1ccc(NC(=S)N2CCc3ccccc32)cc1	i	-0.7
O=C(CSC1=NCCS1)N1CCCC1	i	1.3
CC1=CCC(C(=O)O)C(C(=O)Nc2ccc(-c3nc4ccc(C)cc4s3)cc2)C1 (stereo not given)	i	-1.3
CCOC(=O)Cc1c(C)nc2c(-c3ccc(Cl)cc3)cnn2c1C	i	0.73
COc1ccccc1NC(=O)CN1CCN(CC(=O)Nc2cc(C)ccc2OC)CC1	i	-0.64

Sorted by SMILES length (descending): some entries from above
SMILES	KCNQ2 inh	Kir21 block
CCc1ccc(NC(=O)C(=O)N/N=C(\C)CC(=O)NCc2ccc(Cl)cc2)cc1	i	-0.23
COc1ccccc1NC(=O)CN1CCN(CC(=O)Nc2cc(C)ccc2OC)CC1	i	-0.64
CC(=O)c1ccc(NC(=O)C2CC(=O)N(Cc3ccccc3)C2)cc1 (stereo not given)	i	0.71
Cc1ccc(-c2nnc(-n3ncc(C#N)c3N)c3ccccc23)cc1C	i	1.2
O=C(Cn1nc(C(F)(F)F)c2c1CCCCC2)N1CCOCC1	i	-0.04
CC(=O)NCCNC(=O)c1ccc(-n2c(C)ccc2C)cc1	i	-0.68

Continuation:
SMILES	KCNQ2 inh	Kir21 block
O=C(COc1ccc([N+](=O)[O-])cc1)NNC(=S)NC(=O)c1ccc(Br)cc1	i	0.38
O=C(CNS(=O)(=O)c1c(F)cc(F)cc1Br)OCC(=O)N1CCCC1=O	i	0.03
Clc1ccc(CN(Cc2ccc(Cl)cc2)c2nn[nH]n2)cc1	i	-0.73
CCCCOc1cccc(C(=O)NC(=S)Nc2ccc(Cl)c(C(=O)O)c2)c1	i	2
CC(C)(C)c1cc(CCC(=O)NNC(=S)NC(=O)c2ccccc2)cc(C(C)(C)C)c1O	i	0.07
O=C(COC(=O)CCSc1ccc(Cl)cc1)Nc1ccc(F)cc1	i	-1.5
COc1ccc(Cl)cc1NC(=O)CCNS(=O)(=O)c1cccc2nonc12	i	-1.2
O=C(CCn1cccc1)Nc1ccccc1F	i	0.07
Cc1ccc(NS(=O)(=O)c2cc(C(=O)N3CCc4ccccc4C3)ccc2Cl)cc1	i	0.51
CC1=C(C(=O)OCCOc2ccccc2)C(c2ccsc2)NC(=O)N1C (stereo not given)	i	-3.5
O=c1[nH]c(=O)n(Cc2ccco2)c2c1C(C(F)(F)F)(C(F)(F)F)N=C(Cc1ccccc1)N2	i	0.7
CCOc1ccc(S(=O)(=O)N2CCN(C)CC2)c(C)c1C	i	-1.3
COc1cc(/C=C(/NC(=O)c2ccccc2Cl)C(=O)O)cc(OC)c1OC	i	0.88
Cc1ccc(C(=O)Nc2ccccc2Oc2ccccc2)o1	i	-0.01
Cn1c(=O)n(C)c2cc(/C=N/NC(=O)c3cc4cc(Br)ccc4o3)ccc21	i	0.34
Cc1ccc(CN(C)C(=O)c2cc(COc3cccc(C(F)(F)F)c3)on2)o1	i	-4.6*
Clc1ccc(CN2C3=NCCCN3c3ccccc32)cc1	i	-0.36
O=C(COC(=O)c1ccccc1Nc1cccc(C(F)(F)F)c1)NCc1ccco1	i	0.8
O=C(CSc1nc2ccccc2[nH]1)Nc1ccc(F)c(F)c1	i	0.18
CCNC(=O)CC1C(=O)N(C)C(=S)N1NC(=O)c1ccc(Cl)cc1 (stereo not given)	i	-0.61
CCOC(=O)c1sc2nc(NC(=O)C3CCCCC3)sc2c1C	i	0.44
CC(C)/C=N/NC(=O)c1ccc(Cl)cc1	i	0.96
O=C1NN(c2ccccc2)C(=O)C2C3C=CC(C4CC34)C12 (stereo not given)	i	-0.6
Cc1cn(C2CCC(CO)O2)c(=O)[nH]c1=O (stereo not given)	i	0.42
O=C(c1ccc(Cn2c(=S)[nH]c3cc4c(cc3c2=O)OCO4)cc1)N1CCN(c2ccccc2)CC1	i	-0.44
COCCNC(=O)NC12CC3CC(CC(C3)C1)C2	i	-0.32
CC1(OC(=O)CCc2ccccc2)C(=O)C=C2C=C(c3ccc(C#N)cc3)N(Cc3ccco3)C=C2C1=O (stereo not given)	i	1.2
Clc1ccccc1-c1nnc2n1-c1ccccc1SC2	i	-0.02
O=C(N/N=C/c1ccc2c(c1)OCO2)c1cc(-c2ccccc2Cl)nc2ccccc12	i	-0.99
O=C(C1CC(=O)N(C2CCCC2)C1)N1CCN(c2ccccc2)CC1 (stereo not given)	i	0.17
CCn1ccnc1CNC(=O)CC1C(=O)NCCN1Cc1ccc(OC)cc1OC (stereo not given)	i	2.2
CC(=O)c1sc(=S)n(-c2ccccc2)c1C	i	1.2
Cc1ccc(S(=O)(=O)N2CCN(C(=O)CNC(=O)c3ccc(Br)o3)CC2)cc1	i	1.1
O=C(O)CNS(=O)(=O)c1ccc(Br)s1	i	-1.1
CC(=O)C1=C(O)C(=O)N(c2ccccn2)C1c1cccc(F)c1 (stereo not given)	i	0.99
COCC(=O)N1CCc2ccc(NC(=O)c3ccccc3Cl)cc2C1	i	-0.1
